From PubChem
tim10-1 inh: inhibits growth of tim10-1 mutant yeast | S. cerevisiae tim10-1 ts strain growth, BacTiter-Glo, 24 h | inhibition, % at 20 µM | actives 2.2% (n = 330,000);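 active = inhibition of at least 40%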;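 also: mutant grown at 25 °C; 0% = DMSO wells with yeast and 100% = wells holding no yeast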
XBP1 UPR activ: adaptive UPR (XBP1) activation; activation, % at 20 µM; actives 0.33% (n = 330,000); CHO-XBP1 luciferase reporter, IRE1-XBP1 UPR activation, luminescence; percent of tunicamycin response, DMSO as zero;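 active = versus positive control, 20 µM dose yields 30% or more activation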;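 also: 100% = tunicamycin at 10 µg/mL and 0% = DMSO only wells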
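Material: CHO cell line with stable XBP1 luciferase reporter; schedule: 16-18 h cell attachment at 37 °C, then 6 h compound exposure; signal: glow luminescence from Steady-Glo reagent; medium: serum-containing F12 medium, 10% FBS; benchmarks: tunicamycin 10 µg/mL and vehicle-only wells; read-out: percent activation relative to tunicamycin reference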
tim23-1 inh: inhibits growth of tim23-1 mutant yeast. actives 1.3% (n = 330,000). inhibition, % at 20 µM. AID 463212. S. cerevisiae tim23-1 growth, BacTiter-Glo luminescence, 24 h;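 active = growth inhibition of the mutant yeast at or above 50%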;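 also: temperature-sensitive mutant grown at 25 °C; plate controls were DMSO-treated mutant yeast for no effect and medium wells lacking yeast for full effect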
CXCR6 inh: inhibitors of human CXCR6 receptor. AID 602244. actives 0.36% (n = 360,000). inhibition, % at 20 µM. CHO-K1 PathHunter CXCR6 beta-arrestin, luminescence. O00574; in the data active = inhibition above about 34%, passing the limit was not always enough;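 also: antagonist mode with CXCL16 agonist at 10 nM final; 0% = 10 nM CXCL16 with DMSO and 100% = unstimulated wells without agonist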
Target sequence (O00574 whole entry, looked up): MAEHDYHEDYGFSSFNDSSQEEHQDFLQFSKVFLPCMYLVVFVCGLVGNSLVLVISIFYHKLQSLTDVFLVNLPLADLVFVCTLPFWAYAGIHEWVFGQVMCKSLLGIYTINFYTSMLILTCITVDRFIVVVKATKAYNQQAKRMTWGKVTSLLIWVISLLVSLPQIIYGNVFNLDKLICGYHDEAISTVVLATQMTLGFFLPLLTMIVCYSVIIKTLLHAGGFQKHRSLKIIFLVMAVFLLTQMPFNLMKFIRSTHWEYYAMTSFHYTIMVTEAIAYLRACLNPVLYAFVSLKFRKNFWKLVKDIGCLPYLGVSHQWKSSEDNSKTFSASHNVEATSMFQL
TIM10 inh: TIM10 yeast growth inhibition | inhibition, % at 10 µM | actives 1.4% (n = 330,000) | S. cerevisiae TIM10 strain growth, BacTiter-Glo luminescence, 24 h | AID 463195;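 active = inhibition of 40% or more at the single tested concentration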;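 also: wild-type TIM10 isogenic control strain grown at permissive 25 °C; 0% = DMSO yeast wells and 100% = minimal medium wells without yeast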
CHOP UPR activ: activators of apoptotic arm of unfolded protein response (CHOP); CHO-CHOP luciferase reporter, UPR activation, luminescence; percent of tunicamycin response over DMSO baseline; activation, % at 10 µM; actives 0.34% (n = 330,000);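 active = at 10 µM dose, activation of 40% or more, normalized to positive control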;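 also: 100% = tunicamycin at 10 µg/mL and 0% = DMSO alone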
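System: CHO CHOP reporter cells. Amount: 500 cells per well. Buffer or medium: F12 medium, 10% FBS. Compound dosing: one dose, 10 µM in 0.5% DMSO. Incubation: 6 h compound exposure at 37 °C after overnight seeding. Technique: Steady-Glo luciferase luminescence. Benchmarks: tunicamycin and DMSO controls.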
Mdm2-MdmX inh: inhibitors of human Mdm2/MdmX interaction; SaOS-2 split-luciferase Mdm2/MdmX complementation, luminescence; inhibition, % at 8 µM; actives 3% (n = 330,000); AID 485346;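 active = inhibition of at least 50% at 8 µM in the primary screen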
APJ antag: blocks the human apelin receptor APJ; CHO-K1 APJ beta-arrestin complementation, luminescence; actives 0.32% (n = 330,000); P35414; inhibition, % at 20 µM; AID 2521;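 active = inhibition above about 40% at 20 µM, limit read from the data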;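 also: cells challenged with 10 nM apelin-13 agonist together with compound; plate controls were apelin-13 plus DMSO wells for no effect and DMSO wells lacking apelin-13 for full effect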
Target sequence (P35414 whole entry, looked up): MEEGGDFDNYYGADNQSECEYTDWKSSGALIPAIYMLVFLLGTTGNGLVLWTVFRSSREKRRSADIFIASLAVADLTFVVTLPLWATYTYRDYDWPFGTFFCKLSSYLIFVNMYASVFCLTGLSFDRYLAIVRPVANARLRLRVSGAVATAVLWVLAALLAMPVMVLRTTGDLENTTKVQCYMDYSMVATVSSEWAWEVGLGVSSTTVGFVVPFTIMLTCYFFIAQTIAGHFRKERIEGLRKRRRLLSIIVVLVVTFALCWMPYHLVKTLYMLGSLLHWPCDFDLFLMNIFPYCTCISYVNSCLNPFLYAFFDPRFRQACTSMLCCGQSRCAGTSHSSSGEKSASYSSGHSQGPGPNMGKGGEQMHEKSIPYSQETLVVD
APJ agonist: activates the human apelin receptor APJ | P35414 | CHO-K1 APJ PathHunter beta-arrestin, luminescence; 0% DMSO wells, 100% apelin | activation, % at 20 µM | actives 0.11% (n = 330,000);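 active = activation more than six SD over the plate average, tested at 20 µM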;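 also: 0% = DMSO alone and 100% = apelin-13 at 10 nM; some results filed as inactive read as strong as hits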
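Assay system: CHO-K1 APJ beta-arrestin complementation cell line / Compound: single test compound dose, 20 µM final, 1% DMSO / Times: overnight seeding, 90 min compound at 25 °C, 1 h detection / Technique: beta-gal luminescence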
* = called active by the depositor.

The line under a structure holds: TIM10 inh, CXCR6 inh, APJ antag, CHOP UPR activ, APJ agonist, Mdm2-MdmX inh, tim10-1 inh, tim23-1 inh, XBP1 UPR activ
1. COC(=O)c1ccc(C(=O)OC)c(NC(=S)N2CCC(C)CC2)c1
  -10, -9, -3, 1.8, 0, -6, -13, 15, -1
2. COc1ccc(C(C(=O)NC2CCCC2)N(CCO)C(=O)Cn2nnc(-c3ccc(C)o3)n2)cc1 (stereo not drawn)
  8, -2, 13, 0.1, -3, 5, -13, 2, -4
3. Cc1ccc(CN2CCC(=O)N2)cc1
  5, 0, 3, 1.7, -3, 21, -6, -5, -2
4. CC(C)C1Nc2ccc(C(=O)NCc3ccco3)cc2NC1=O (stereo not drawn)
  11, -4, 4, -0.3, 0, -4, -13, 7, -3
5. O=C1NC(=O)c2cc(NC(=O)c3cccc4ccccc34)ccc21
  -7, 14, 12, 2.0, -3, 25, -18, -4, 3
6. COC(=O)c1nc(N)sc1C(C)C
  -1, 3, 6, 0.4, -1, -2, 4, 1, -2
7. O=c1c2ccccc2nc(SCc2ccc([N+](=O)[O-])cc2)n1-c1ccccc1
  26, -2, 10, 1.8, -3, 0, 40*, 34, 3
8. COc1ccc(-c2nc(CNS(=O)(=O)c3ccc(OC)c(OC)c3)cs2)cc1
  2, 4, 26, 1.5, 0, -22, 9, 25, 2
9. CC(C)(C)c1ccc(COC(=O)CNC(=O)CNC(=O)Cc2ccccc2)cc1
  25, -3, 8, 2.5, -1, 14, 27, 13, 0
10. Cc1nn(C)cc1CNC(=O)c1ccc(F)cc1
  -4, -4, 6, 0.8, 1, -6, 10, 15, 0
11. O=C(Nc1ccncc1)c1ccc(Cl)c(S(=O)(=O)N2CCCCC2)c1
  -6, 0, -10, 3.0, 1, 30, -4, -1, -3
12. O=C(Nc1cccc(-c2cscn2)c1)C1CCN(Cc2ccccn2)CC1
  0, -5, 18, -0.2, -6, 31, -4, -7, -1
13. COc1ccc(N2CCN(c3nc4c(c(=O)n(C)c(=O)n4C)n3CCCc3ccccc3)CC2)cc1
  -2, 3, -6, -3.1, -3, -12, 14, 12, -5
14. CCN(CC)S(=O)(=O)c1cccc(-c2nc3n(n2)Cc2ccccc2-3)c1
  37, 1, 9, 4.1, 2, -13, 29, 17, -1
15. Cc1ccc(C(=O)c2nc3c(n2O)CCCC3)cc1
  -2, 6, 15, 0.3, -3, 6, -19, -5, 2
16. CCOC(=O)CCNCc1ccc(OC)c(OC)c1
  5, -1, -7, 0.6, -4, 6, -1, 6, 5
17. O=C1CC(N2CCN(c3ccc(O)cc3)CC2)C(=O)N1Cc1cccs1 (stereo not drawn)
  1, -5, -2, -0.5, 2, 2, 14, 5, -4
18. CCc1ccc(N(CC(=O)NCc2ccco2)C(=O)CCC(=O)Nc2ccccn2)cc1
  -7, -13, -12, -0.4, -2, 7, 6, -4, -5
19. NS(=O)(=O)c1cccc(NC(=O)CCSc2ccccc2Cl)c1
  11, -10, 8, 5.9, -1, -49, 1, -1, 1
20. CC1CCN(S(=O)(=O)c2ccc(NC(=O)Cn3nnc(-c4ccccc4)n3)cc2)CC1
  29, -2, -10, 0.4, -2, 7, 27, 19, 2

Reformatted with one line to a screen: part of the list above
1	COC(=O)c1ccc(C(=O)OC)c(NC(=S)N2CCC(C)CC2)c1
2	COc1ccc(C(C(=O)NC2CCCC2)N(CCO)C(=O)Cn2nnc(-c3ccc(C)o3)n2)cc1 (stereo not drawn)
3	Cc1ccc(CN2CCC(=O)N2)cc1
4	CC(C)C1Nc2ccc(C(=O)NCc3ccco3)cc2NC1=O (stereo not drawn)
5	O=C1NC(=O)c2cc(NC(=O)c3cccc4ccccc34)ccc21
6	COC(=O)c1nc(N)sc1C(C)C
7	O=c1c2ccccc2nc(SCc2ccc([N+](=O)[O-])cc2)n1-c1ccccc1
8	COc1ccc(-c2nc(CNS(=O)(=O)c3ccc(OC)c(OC)c3)cs2)cc1
9	CC(C)(C)c1ccc(COC(=O)CNC(=O)CNC(=O)Cc2ccccc2)cc1
10	Cc1nn(C)cc1CNC(=O)c1ccc(F)cc1
11	O=C(Nc1ccncc1)c1ccc(Cl)c(S(=O)(=O)N2CCCCC2)c1
12	O=C(Nc1cccc(-c2cscn2)c1)C1CCN(Cc2ccccn2)CC1

entry no.,1,2,3,4,5,6,7,8,9,10,11,12
TIM10 inh,-10,8,5,11,-7,-1,26,2,25,-4,-6,0
CXCR6 inh,-9,-2,0,-4,14,3,-2,4,-3,-4,0,-5
APJ antag,-3,13,3,4,12,6,10,26,8,6,-10,18
CHOP UPR activ,1.8,0.1,1.7,-0.3,2.0,0.4,1.8,1.5,2.5,0.8,3.0,-0.2
APJ agonist,0,-3,-3,0,-3,-1,-3,0,-1,1,1,-6
Mdm2-MdmX inh,-6,5,21,-4,25,-2,0,-22,14,-6,30,31
tim10-1 inh,-13,-13,-6,-13,-18,4,40*,9,27,10,-4,-4
tim23-1 inh,15,2,-5,7,-4,1,34,25,13,15,-1,-7
XBP1 UPR activ,-1,-4,-2,-3,3,-2,3,2,0,0,-3,-1

13	COc1ccc(N2CCN(c3nc4c(c(=O)n(C)c(=O)n4C)n3CCCc3ccccc3)CC2)cc1
14	CCN(CC)S(=O)(=O)c1cccc(-c2nc3n(n2)Cc2ccccc2-3)c1
15	Cc1ccc(C(=O)c2nc3c(n2O)CCCC3)cc1

entry no.,13,14,15
TIM10 inh,-2,37,-2
CXCR6 inh,3,1,6
APJ antag,-6,9,15
CHOP UPR activ,-3.1,4.1,0.3
APJ agonist,-3,2,-3
Mdm2-MdmX inh,-12,-13,6
tim10-1 inh,14,29,-19
tim23-1 inh,12,17,-5
XBP1 UPR activ,-5,-1,2

Sorted by the number under Mdm2-MdmX inh (high to low): 3 of the compounds above.
cpd | SMILES | CXCR6 inh | APJ antag | Mdm2-MdmX inh | tim10-1 inh | XBP1 UPR activ
15 | Cc1ccc(C(=O)c2nc3c(n2O)CCCC3)cc1 | 6 | 15 | 6 | -19 | 2
10 | Cc1nn(C)cc1CNC(=O)c1ccc(F)cc1 | -4 | 6 | -6 | 10 | 0
14 | CCN(CC)S(=O)(=O)c1cccc(-c2nc3n(n2)Cc2ccccc2-3)c1 | 1 | 9 | -13 | 29 | -1

New compounds follow:
The line under a structure holds: TIM10 inh, CXCR6 inh, APJ antag, CHOP UPR activ, APJ agonist, Mdm2-MdmX inh, tim10-1 inh, tim23-1 inh, XBP1 UPR activ
21. COc1cc2c(c(OC)c1OC)-c1ccc(OC)c(=O)cc1[C@@H](N(C)CC#CCO)CC2
  6, 3, 2, 2.1, -4, 51*, -3, 4, 6
22. O=C1C=C(NCCN2CCOCC2)CC(c2ccccc2)C1 (stereo not drawn)
  -3, -4, 13, -1.2, 0, 11, 0, -4, 0
23. S=c1[nH]nc(-c2cc(-c3ccsc3)n[nH]2)n1-c1ccccc1
  11, -7, 0, 2.5, 1, -6, 14, 4, -4
24. COc1ccc(CC(=O)Oc2ccc(C)cc2Br)cc1OC
  -25, -11, -1, 1.3, -2, -6, 12, 16, -4
25. O=C(CCCOc1ccccc1)Nc1nnc(C2CCCO2)s1 (stereo not drawn)
  4, 4, -10, 0.9, -17, 7, 11, -4, -2
26. CCc1nnc(NS(=O)(=O)c2ccc(NC(=O)/C=C/C(=O)O)cc2)s1
  4, 1, -8, -0.3, 0, 26, -3, 6, -4
27. CCC(=O)N1c2ccc(C)cc2C2=NNC(=S)NC21O (stereo not drawn)
  1, 1, -1, 0.3, -1, 24, 18, -14, -1
28. CC(C(=O)NCc1ccco1)n1ccc2cc(S(=O)(=O)N3CCCC3)ccc21 (stereo not drawn)
  8, -11, 12, 3.9, 1, 4, 2, -1, -6
29. COc1cccc(-c2cc(C(=O)Nc3cccc(O)c3)no2)c1
  9, -1, 0, -0.3, -4, -93, 11, -1, -2
30. CC(=O)NC(CCCN1C(=O)c2ccccc2C1=O)c1nnn(C)n1 (stereo not drawn)
  -9, 12, 5, 0.0, 2, 5, 9, 1, 0
31. COc1ccc(C2Nc3ccccc3C(=O)N2NS(=O)(=O)c2ccc(C)cc2)c(OC)c1 (stereo not drawn)
  17, 3, 9, 0.4, -2, 6, 9, 32, -4
32. O=C(NCCc1ccccc1)C1CCN(S(=O)(=O)N2CCCCC2)CC1
  12, -3, 20, -0.3, -3, 20, 7, 2, -1
33. CCCC(C)c1nnc(NC(=O)C2CCCO2)s1 (stereo not drawn)
  4, 4, 0, 1.4, -5, 6, 2, 3, 0
34. O=C(COC(=O)c1ccc2ncsc2c1)NCc1ccc(F)cc1
  16, 5, 7, 0.8, -2, 17, 25, 26, 0
35. COc1cc(C(=O)NC2CC3CCCC(C2)N3C2CC2)cc(OC)c1OC (stereo not drawn)
  9, -1, -5, 0.3, 1, 14, 10, -11, -2
36. CCOC(=O)c1c(C)[nH]c(C(=O)COC(=O)CCC2CCCC2)c1C
  -5, -1, 3, -0.6, -4, 33, 12, -8, -1
37. Cc1ccc(CC(=O)N2CCN(c3ccc([N+](=O)[O-])cc3)CC2)cc1
  4, 6, -11, 2.3, 3, 6, 35, 27, -1
38. O=C(Nc1ccc(C(=O)N2CCCCC2)cc1)Nc1cccc(Cl)c1
  6, -5, -26, 4.6, 16, 32, 5, 11, 1
39. Cc1c(C(=O)NCc2ccco2)oc2ccc(S(=O)(=O)N3CCC4(CC3)OCCO4)cc12
  25, 0, 2, -1.9, 6, 10, 27, 13, 1
40. O=[N+]([O-])c1ccc(N2CCN(S(=O)(=O)c3ccc(Cl)cc3)CC2)cc1NCc1cccnc1
  35, 6, 20, -0.9, 4, 17, 24, 20, -2

(continued)
The line under a structure holds: TIM10 inh, CXCR6 inh, APJ antag, CHOP UPR activ, APJ agonist, Mdm2-MdmX inh, tim10-1 inh, tim23-1 inh, XBP1 UPR activ
41. Cc1[nH]c(=O)[nH]c(=O)c1S(=O)(=O)N1CCCC(C(=O)NCc2ccccc2Cl)C1 (stereo not drawn)
  -8, 3, -12, 2.3, 3, 13, 5, 3, 0
42. CN1C(=O)N(C)C2(CC1(C)C)CC(C)(C)N(C)C(=O)N2C
  -3, 4, 22, 0.7, -5, -17, -20, -1, -4
43. CCOc1ncccc1C(=O)OCC(=O)NCc1ccc2c(c1)OCO2
  -15, 1, -11, -0.8, -3, 9, -9, 4, 1
44. Cc1cc(C)n(C(=O)c2ccc(C)c(F)c2F)n1
  -13, -3, 17, -1.2, 0, 2, 2, 1, 1

Not all compounds are listed. The share of hits here may be higher or lower than overall.
